Screening data (PubChem)
CAL-PDZ inh HTS: CAL PDZ (human) peptide binding inhibition; purified CAL PDZ, TMR-peptide fluorescence polarization, 1 h; inhibition, % at 24.9 µM; 300,000 tested, 0.92% active;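 active = mean inhibition of at least 30% with at least half of replicates also reaching 30%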;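 note: 0% = DMSO neutral control and 100% = excess unlabeled competitor peptide PRC23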
RTF Ca sens act: cardiac RTF calcium sensitization; activation, % at 7.2 µM; AID 493008; 340,000 tested, 0.24% active; IANBD-labeled TnC RTF fluorescence at EC20 calcium; 0% EC20 calcium, 100% full calcium;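 active = activation above the mean over all tested compounds plus 3 SD, cut at about 30% in these data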;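 note: rise in fluorescence read as greater calcium sensitivity of cardiac thin filaments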
OPRM1-OPRD1 ag: OPRM1-OPRD1 heterodimerization agonism; 340,000 tested, 0.3% active; cells, luminescence; P35372+P41143; activation, % at 9.3 µM; AID 504326; in the data active = activation above about 18%;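 note: 0% = vehicle-treated cells and 100% = reference agonist; values of inactives mirror those of a sister screen read the other way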
Target sequence (P35372 whole entry, looked up): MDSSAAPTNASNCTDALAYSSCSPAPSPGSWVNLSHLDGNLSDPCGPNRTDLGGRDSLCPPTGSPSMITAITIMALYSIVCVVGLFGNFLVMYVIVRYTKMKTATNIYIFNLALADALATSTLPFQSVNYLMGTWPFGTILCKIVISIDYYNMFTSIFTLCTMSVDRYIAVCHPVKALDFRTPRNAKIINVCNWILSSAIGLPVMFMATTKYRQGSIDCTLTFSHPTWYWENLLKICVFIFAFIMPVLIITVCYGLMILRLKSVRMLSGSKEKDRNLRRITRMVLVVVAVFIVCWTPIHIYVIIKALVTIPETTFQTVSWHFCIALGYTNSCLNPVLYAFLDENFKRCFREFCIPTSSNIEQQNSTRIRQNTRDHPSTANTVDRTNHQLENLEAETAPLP
Target sequence (P41143 whole entry, looked up): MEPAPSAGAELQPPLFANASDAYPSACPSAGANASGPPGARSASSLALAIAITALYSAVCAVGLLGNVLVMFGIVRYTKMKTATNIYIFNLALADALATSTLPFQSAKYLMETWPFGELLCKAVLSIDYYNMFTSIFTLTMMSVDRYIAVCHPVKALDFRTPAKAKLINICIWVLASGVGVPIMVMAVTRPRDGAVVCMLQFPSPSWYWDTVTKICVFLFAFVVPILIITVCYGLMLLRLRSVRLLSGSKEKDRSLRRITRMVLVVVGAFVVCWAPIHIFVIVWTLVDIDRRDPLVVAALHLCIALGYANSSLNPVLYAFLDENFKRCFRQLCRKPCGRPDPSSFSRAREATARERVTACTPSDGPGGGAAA
C-LANA FP: inhibitors of KSHV LANA C-terminal domain DNA binding | inhibition, % at 9 µM | 340,000 tested, 0.078% active | MBP-C-LANA/FAM-LBS DNA binding, fluorescence polarization;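 active = highest replicate inhibition at or above 60% at 9 µM, even if other replicates fall short; inactive = all replicates below 60% inhibition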;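 note: 0% = neutral control wells and 100% = 4 µM acridine orange control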
MOR-DOR inv ag: inverse agonists of human mu-delta opioid receptor heterodimerization | 340,000 tested, 0.21% active | inhibition, % at 9.3 µM | cell-based MOR-DOR heterodimer luminescence, inverse agonism | P35372+P41143; in the data active = inhibition above about 22%, passing the limit was not always enough;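 note: 0% = cells with DMSO and 100% = wells without cells with DMSO; values of inactives mirror those of a sister screen read the other way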
Keap1-Nrf2 PPI: Keap1-Nrf2 (human) interaction inhibition. Keap1 Kelch-Nrf2 peptide fluorescence polarization, 1536-well. Q14145. inhibition, % at 9.4 µM. 340,000 tested, 0.15% active; in the data active = inhibition above about 12%;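 note: human Keap1 Kelch domain with fluorescein labeled Nrf2 9mer peptide probe; 0% = neutral control wells and 100% = peptide positive control; higher means more block of Keap1 binding to Nrf2 peptide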
V-ATPase pHluor: regulators of yeast V-ATPase proton transport | S. cerevisiae, pHLuorin cytosolic pH fluorescence | response, % at 10 µM | 350,000 tested, 0.37% active | AID 504577; in the data active = response mostly above about 7.3%, no sharp cut-off; inactive = mostly below about 5.4%; note: actives read high; inactives centre near 0; some compounds called inactive have numbers as strong as hits; reference of the scale not given here
HTR5A inv ag: inverse agonist of human HTR5A in OPRM1-OPRD1 counter-screen; 340,000 tested, 0.083% active; HTR5A cell line, luminescence, inverse agonism; inhibition, % at 9.3 µM; in the data active = inhibition mostly above about 23%, no sharp cut-off; inactive = mostly below about 18%;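 note: 0% = cells with DMSO and 100% = no-cell wells with DMSO; some compounds called inactive have numbers as strong as hits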
HTR5A ag: counter-screen for OPRM1-OPRD1 agonists: human HTR5A agonism; HTR5A agonist assay, luminescence, cell-based; 340,000 tested, 0.61% active; P47898; activation, % at 9.3 µM; AID 504692; in the data active = activation mostly above about 9.5%, no sharp cut-off; inactive = mostly below about 7.6%;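 note: 0% = cells with vehicle only and 100% = reference agonist; strong numbers were not always called active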
RTF Ca sens inh: cardiac RTF calcium desensitization; P19429+P45379; IANBD-labeled cardiac RTF, Ca2+ fluorescence; inhibition, % at 7.15 µM; 340,000 tested, 0.12% active;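 active = inhibition above the mean inhibition of all tested compounds plus 3 SD, cut at about 17% in these data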;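 note: assay run at fixed EC70 calcium of 1.6 mM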
The depositor's hits bear a star; / = not tested or not shown.

SMILES	CAL-PDZ inh HTS	RTF Ca sens act	OPRM1-OPRD1 ag	C-LANA FP	MOR-DOR inv ag	Keap1-Nrf2 PPI	V-ATPase pHluor	HTR5A inv ag	HTR5A ag	RTF Ca sens inh
COc1ccccc1C1CCN(Cc2cccc([N+](=O)[O-])c2)CC1	3	1	3.5	-0.1	-18	5	3	-6	-1	1
CCOC(=O)c1sc(NC(=O)COC(=O)C(CCSC)NC(C)=O)nc1C (stereo unspecified)	0	-3	0.1	-2.1	-1	1	-2	-3	5	0
O=S(=O)(NCCOc1ccccc1F)c1ccc(Cl)cc1F	-2	-4	5.1	-0.2	-20	3	10	16	-6	0
O=C(CCN1CCN(C/C=C/c2ccccc2)CC1)Nc1ccc(Cl)cc1	-1	2	1.2	1.0	-7	-5	2	-24	4	11
Cc1cccc(NC(=O)NCC(c2ccc(F)cc2)N2CCN(C)CC2)c1 (stereo unspecified)	-2	-5	-1.3	-0.2	7	-6	-2	4	6	-5
O=C(NNC(=S)Nc1ccc(OC(F)F)cc1)c1cc2c(s1)CCCC2	-6	1	-1.3	1.9	7	-2	-3	24	3	3
COc1ccc(CCN(C)C(=O)CCNC(=O)c2ccc(Br)cc2)cc1OC	0	3	-1.2	-1.1	4	1	4	3	4	0
COc1cccc(CNC(=O)CCNS(=O)(=O)c2ccc3[nH]c(=O)oc3c2)c1	-2	-3	-1.6	0.1	8	-4	-3	10	-3	-9
CC(OC(=O)c1cccn1C)C(=O)Nc1ccc2c(c1)OCO2 (stereo unspecified)	1	2	-0.1	-1.8	0	-1	7	-4	3	-5
COc1ccc(OC)c(C2C(C(=O)c3ccc(C)o3)=C(O)C(=O)N2CCN2CCOCC2)c1 (stereo unspecified)	0	4	-2.2	1.7	11	-5	0	-8	-1	-7
Cc1cccc(NS(=O)(=O)c2ccc(-c3cnc(C4CC4)o3)cc2)c1C	11	-3	1.2	-0.9	-6	0	-2	-33	3	-5
CC(Sc1nnc2n1CCCCC2)C(=O)Nc1ccccc1[N+](=O)[O-] (stereo unspecified)	6	0	-3.1	0.1	12	-4	-2	5	1	-10
CC(=O)N1CCOc2ccc(S(=O)(=O)N3CCN(c4cc(C)ccc4C)CC3)cc21	-4	2	1.0	-1.0	-5	-3	0	1	0	-9
CC1(C2CC2)NC(=O)N(CC(=O)N2CCN(S(=O)(=O)c3ccc(F)c(F)c3)CC2)C1=O (stereo unspecified)	0	-1	-5.7	-1.0	21	-7	-6	19	5	-2
COc1ccc(CC(=O)N2CCc3cc(OC)c(OC)cc3C2O)cc1OC (stereo unspecified)	7	6	-1.8	-0.5	9	3	3	-24	6	-5
CN(C)S(=O)(=O)N1CCC(CO)(CCc2ccccc2)CC1	-1	4	-1.0	1.8	5	-7	0	-8	3	0
O=C(NC(=S)Nc1ccc(Cl)cc1)c1ccccc1	-4	-8	-2.0	-0.3	9	3	0	11	-3	0
CC(C(=O)NC1CC1)c1ncc(C(F)(F)F)cc1Cl (stereo unspecified)	1	-2	-2.2	1.8	12	-1	0	2	-1	-3
CCn1c(SCC(N)=O)nnc1-c1ccco1	-5	3	0.9	0.3	-5	-2	2	-35	7	-5
CC(=O)C[C@H]1c2cc(C(F)(F)F)ccc2S(=O)(=O)N1C1CCCCC1	1	1	4.2	4.6	-23	-7	-1	9	1	-4
O=C(NCc1ccncc1)Nc1ccccc1F	-3	0	-0.5	-0.7	4	1	-2	12	4	3
COCCN1C=C(C(=O)OC)C(c2ccc3c(c2)OCO3)C(C(=O)OC)=C1	-1	5	0.1	-0.2	-1	-5	-1	3	8	0
CC1(C)CC(=O)C/C(=N/NC(=O)COc2ccc(Cl)cc2Cl)C1	-2	-3	-0.9	0.8	5	2	1	3	12	-13
O=C(CS(=O)(=O)c1ccccc1)Nc1nccs1	1	-8	-1.2	-1.1	8	4	0	-17	6	0
CCOC(CCn1c(SCC(=O)Nc2cc(C)on2)nc2ccccc2c1=O)OCC	1	-1	1.4	-2.6	-10	-1	-3	20	4	-1
Cc1ccc(C(=O)Nc2ccccc2-c2ccccc2)cc1S(=O)(=O)Nc1cccc(C)c1C	-4	5	6.3	-0.8	-38	-2	1	-8	3	-7
COc1ccc(C(=O)NCCCOc2cccnc2)cc1OC1CCN(C(C)=O)CC1	-2	-4	-2.9	-2.2	10	0	1	-20	-4	4
CO/N=C/C(=N\Nc1ccc(OC)cc1)C(=O)c1ccc(F)cc1	2	3	-1.9	1.3	11	-1	-3	6	-2	-29
COc1ccc(C(=O)Nc2cccc(N(C)S(C)(=O)=O)c2)cc1OC	-4	5	1.0	3.4	-6	0	-6	8	-3	-5
COc1ccc(CCNC(=O)COC(=O)Cn2cnc3ccccc3c2=O)cc1	-2	-4	-3.7	-1.8	19	-1	-4	15	2	2
CN(C(=O)CSc1nc2scc(-c3ccccc3)c2c(=O)[nH]1)c1ccccc1	-4	-2	3.4	2.7	-14	-7	2	-11	4	-6
CNc1c(NS(=O)(=O)c2ccc(C(C)(C)C)cc2)c(=O)oc2ccccc12	-3	-3	7.8	1.7	-42	-1	2	3	-1	5
C/C(=C\C(=O)C(F)(F)F)Nc1ccc(C(F)(F)F)cc1	-2	7	-1.6	0.8	9	-8	3	-1	0	-8
CCOc1ccccc1NC(=O)N1CCC(NC(=O)C2CCCCC2)CC1	1	0	1.8	1.3	-14	-2	-2	7	-3	7
O=C(c1nc2ccccn2c1CNCC1OCCc2ccccc21)N1CCOCC1 (stereo unspecified)	8	4	-0.7	-0.2	4	-2	-1	-16	6	-1
Cc1ccc(NC(=O)CC2SC(=Nc3ccc(O)cc3)NC2=O)cc1 (stereo unspecified)	-5	2	-0.8	-0.3	5	-3	-4	-3	1	9
O=C(NCc1nnc(SCC(=O)N2CCN(c3ccccc3)CC2)o1)c1ccc(F)cc1	-1	1	-1.2	-0.8	6	-1	5	-3	0	-2
O=C(NCc1ccc(Cl)cc1)Nc1ccc(F)cc1	-5	3	-1.7	0.0	9	-1	-2	-1	4	-2
O=C(c1cc(COc2c(F)cccc2F)on1)N1C[C@H]2CC[C@H]1C2	3	2	-0.4	1.2	2	2	1	-5	1	-8
CCOc1ccc(OCCCC(=O)NC2=NCCS2)cc1	-2	-2	-2.4	1.4	13	-1	5	-27	0	-4
CC1(C)Cc2cccc(OCC(=O)N3CCN(c4cccc(Cl)c4)CC3)c2O1	-5	-5	2.8	0.8	-19	-3	2	22	0	-8
O=C(Cc1ncc(C(F)(F)F)cc1Cl)N1CCN(c2ccccn2)CC1	-3	-7	-1.5	-1.7	8	-3	-8	-4	-1	-1
Cc1csc(NC(=O)C2CSC3(C)CCC(=O)N23)n1 (stereo unspecified)	0	6	-1.3	-1.0	9	-8	-4	-10	-3	-2
COc1ccc(C(=S)N2CCN(c3ccccc3C)CC2)cc1	-5	-5	2.7	-0.4	-14	0	-5	9	-3	-6
O=C(CSC1=NC2(CCCCCC2)N=C1c1ccccc1)Nc1ccc2c(c1)OCCO2	1	-4	-1.3	3.0	6	-6	1	-1	0	-1
O=C(C1CCCCC1)N1CCC(c2nc3ccccc3[nH]2)CC1	0	-3	-1.9	1.7	10	4	0	-13	4	-8
COc1ccc(/C=C2\N=C(C(C)(C)C)OC2=O)c(OC)c1	0	-2	4.2	5.3	-22	0	0	7	-2	-3
CC(Cl)C(=O)NC(=O)NC12CC3CC(CC(C3)C1)C2 (stereo unspecified)	-2	-6	5.0	-0.2	-22	1	-1	-41	4	9
Cc1cc(C)cc(OCc2nnc(SCC(=O)c3ccc(Br)cc3)o2)c1	-5	-4	3.2	0.4	-14	-1	-3	9	3	-4
COc1ccc(/C=C(/C#N)C(=O)Nc2cccnc2)cc1OC	-2	1	0.4	1.1	-2	2	1	-3	1	-14
COc1cccc(C2/C(=C(/O)c3ccc(F)cc3)C(=O)C(=O)N2CCN(C)C)c1 (stereo unspecified)	-1	14	-0.7	0.2	4	-4	-2	4	2	1
O=c1c(-c2nnc(SCc3ccc(Cl)c(Cl)c3)o2)cccn1Cc1ccccc1	1	0	-0.2	0.0	1	-1	1	13	3	-7
COc1ccc(-c2noc3c2-c2nc(-c4ccc(C)cc4)sc2CC3)cc1	9	-8	-0.2	1.6	1	1	6	7	-3	-8
CCOC(=O)C1CCCN(CC(=O)Nc2cccc(C(C)=O)c2)C1 (stereo unspecified)	1	0	-3.1	-0.6	14	2	4	-8	3	-6
CC(=O)c1cccc(NC(=O)c2cc(=O)[nH]c3ccc(S(=O)(=O)N4CCOCC4)cc23)c1	-8	-1	-0.1	-1.6	0	-2	3	8	-2	-15
CCOc1ccc2nc(C)cc(Nc3ccc4c(c3)OCCO4)c2c1	/	3	-0.6	-1.9	3	-1	-5	-2	1	6
COc1ccc(S(=O)(=O)N2CCN(C(=O)CN3C(=O)NC(C)(c4ccc5ccccc5c4)C3=O)CC2)cc1 (stereo unspecified)	-8	4	-1.5	3.9	8	-4	-1	-6	3	-13
C=CCNC(=O)c1ccc(C(=O)c2ccccc2)cc1	/	-1	-1.9	-0.4	10	-2	1	7	6	-7
CCOC(=O)c1cn(CC(=O)Nc2ccccc2C(=O)OCC)nn1	0	4	-2.5	-1.5	13	-1	1	0	0	4
Cc1ccc(C)c(SCC(=O)NNC(=O)c2csc(N3CCOCC3)n2)c1	0	-2	-2.2	-2.1	11	-3	-4	3	-1	-5

Arranged by SMILES length (rising): some entries from above
SMILES	CAL-PDZ inh HTS	RTF Ca sens act	OPRM1-OPRD1 ag	C-LANA FP	MOR-DOR inv ag	Keap1-Nrf2 PPI	V-ATPase pHluor	HTR5A inv ag	HTR5A ag	RTF Ca sens inh
O=C(C1CCCCC1)N1CCC(c2nc3ccccc3[nH]2)CC1	0	-3	-1.9	1.7	10	4	0	-13	4	-8
O=c1c(-c2nnc(SCc3ccc(Cl)c(Cl)c3)o2)cccn1Cc1ccccc1	1	0	-0.2	0.0	1	-1	1	13	3	-7
COc1cccc(C2/C(=C(/O)c3ccc(F)cc3)C(=O)C(=O)N2CCN(C)C)c1 (stereo unspecified)	-1	14	-0.7	0.2	4	-4	-2	4	2	1
COc1ccc(S(=O)(=O)N2CCN(C(=O)CN3C(=O)NC(C)(c4ccc5ccccc5c4)C3=O)CC2)cc1 (stereo unspecified)	-8	4	-1.5	3.9	8	-4	-1	-6	3	-13

Carrying on:
SMILES	CAL-PDZ inh HTS	RTF Ca sens act	OPRM1-OPRD1 ag	C-LANA FP	MOR-DOR inv ag	Keap1-Nrf2 PPI	V-ATPase pHluor	HTR5A inv ag	HTR5A ag	RTF Ca sens inh
OC(CNCc1ccccc1)Cn1ccc2ccccc21 (stereo unspecified)	1	-8	2.9	-0.2	-21	-3	0	6	-2	-4
Cc1ccc(C)c(NC(=O)CNC(=O)N2CC(=O)Nc3ccccc32)c1	-3	-3	0.3	1.7	-1	-1	-3	-25	2	8
COc1ccc(Cl)cc1NC(=O)CN(C)C(=O)Cn1cnnn1	-2	-4	-4.5	-0.9	22	-4	-3	1	0	1
Oc1cc2c(cc1CN1CCN(c3cccc(C(F)(F)F)c3)CC1)CCC2	-9	-4	0.2	2.6	-1	2	1	-8	2	-12
Cc1ccc(C2C(C#N)=C(N)Oc3cc4c(cc32)OCO4)cc1 (stereo unspecified)	-1	3	0.7	-1.2	-3	-2	-4	-6	-2	-13
CSc1ccccc1NC(=O)c1cc(CC(C)C)on1	/	13	16	-0.3	-87	-6	0	-28	-3	0
COc1ccc(CCC(=O)N2CCN(S(=O)(=O)c3ccc4ccccc4c3)CC2)cc1	1	9	-0.3	-0.2	2	-2	2	4	8	-4
CCNC(=O)CC1SC(=Nc2ccc(C)cc2)N(CC)C1=O (stereo unspecified)	2	1	0.6	-0.5	-3	-2	-1	2	-1	-3
